Compound activity (PubChem)
MC4R antagonist = blocks human MC4R cAMP signaling. MC4R-expressing cells, MTII-stimulated cAMP, LANCE TR-FRET. inhibition, % at 6.5 µM. P32245. actives 0.48% (n = 360,000);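 active = inhibition above its plate's cutoff, the mean of tested wells on that plate plus 3 SD, cut at about 29% in these data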;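 note: 0% = Melanotan II alone and 100% = Melanotan II plus saturating MCL0020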
Target sequence (P32245 whole entry, looked up): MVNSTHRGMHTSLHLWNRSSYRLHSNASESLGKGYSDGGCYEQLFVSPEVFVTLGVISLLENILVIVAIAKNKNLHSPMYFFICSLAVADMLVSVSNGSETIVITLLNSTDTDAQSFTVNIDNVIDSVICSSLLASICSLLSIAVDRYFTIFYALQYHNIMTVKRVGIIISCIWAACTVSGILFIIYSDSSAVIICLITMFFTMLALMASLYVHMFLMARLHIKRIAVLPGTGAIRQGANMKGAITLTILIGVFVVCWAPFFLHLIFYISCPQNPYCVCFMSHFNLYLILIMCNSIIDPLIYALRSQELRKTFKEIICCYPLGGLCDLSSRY
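Test system: U2OS cells stably expressing human melanocortin 4 receptor (MC4R); also added: Melanotan II challenge; compound: 6.5 µM single dose; timing: 30-min compound preincubation, 1-h Melanotan II challenge, 1-h detection, room temperature; signal: Eu-cAMP/anti-cAMP TR-FRET, emission 671 nm; repeats: one well per compound, no replicates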
LMP1 NFkB inh = inhibitors of Epstein-Barr LMP1-induced NF-kappaB reporter | actives 0.69% (n = 350,000) | LMP1-induced NF-kappaB luciferase reporter cells, luminescence | inhibition, % at 12.5 µM; in the data active = inhibition above about 41%;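 note: 0% = neutral control wells and 100% = reference inhibitor control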
MC4R ag barr = activates human MC4R beta-arrestin recruitment | P32245 | U2OS MC4R beta-arrestin complementation, luminescence; percent of melanotan II response, DMSO zero | activation, % at 8.9 µM | actives 0.98% (n = 360,000) | AID 540308;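 active = activation above a per-plate cutoff, the mean activation of sample wells on that plate plus 3 SD, cut at about 8% in these data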
ABHD5 PLIN5 PPI = blocks binding of human ABHD5 to perilipin-5; Split G. princeps luciferase complementation, luminescence, 4 h; inhibition, % at 4 µM; actives 0.78% (n = 360,000);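 active = inhibition above the mean inhibition across every tested compound plus 3 SD, cut at about 22% in these data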;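 note: 0% = DMSO only wells and the 100% control is not disclosed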
TLR9-MyD88 block = TLR9-MyD88 interaction inhibition; actives 0.21% (n = 340,000); CHO BLA complementation TLR9-MyD88, CCF4 FRET ratio; inhibition, % at 4.98 µM; Q9NR96+Q99836;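 active = inhibition above the mean over all tested compounds plus 3 SD, cut at about 21% in these data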;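 note: 0% = DMSO only wells and 100% = clavulanate BLA inhibitor control wells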
NR2F2 inh = inhibitors of human COUP-TFII (NR2F2) | P24468 | HEK293T NGFI-A luciferase reporter, luminescence | inhibition, % at 8.6 µM | actives 0.7% (n = 370,000) | AID 686940;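 active = inhibition above a per-plate cutoff, mean inhibition of test wells between control levels plus 3 SD, cut at about 38% in these data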;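 note: cells cotransfected with COUP-TFII expression vector driving the NGFI-A reporter; 0% = median of COUP-TF2 test wells and 100% = reporter-only cells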
NCOA3 inh = inhibits human SRC3 coactivator; inhibition, % at 3.6 µM; Q9Y6Q9; HEK293 GAL4-SRC3 luciferase reporter, luminescence; AID 588352; actives 0.17% (n = 360,000);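 active = inhibition above a per-campaign cutoff, the mean of all compounds plus 3 SD, cut at about 60% in these data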;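 note: 0% = DMSO-treated cells and 100% = gossypol-treated cells at 36 µM; higher means less SRC3-driven luciferase light from the GAL4 reporter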
SRC2 inh = inhibits human steroid receptor coactivator 2; Q15596; HEK293 GAL4-SRC2 luciferase reporter, luminescence; inhibition, % at 9 µM; actives 0.17% (n = 370,000);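 active = inhibition above the mean inhibition of all tested compounds plus 3 SD, set per campaign, cut at about 52% in these data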;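 note: 0% = DMSO treated cells and 100% = cells given Gossypol at 36 µM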
NOD2 RIPK2 PPI = blocks binding of human NOD2 to RIPK2 | CHO BLA complementation NOD2-RIPK2, CCF4 ratio | O43353 | inhibition, % at 4.98 µM | actives 0.38% (n = 360,000); in the data active = inhibition above about 21%;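 note: 0% = vehicle only and 100% = reference blocker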
LRH-1 inv ag = inverse agonists of human LRH-1 (NR5A2) | O00482 | HEK293T StAR-luciferase reporter, LRH-1 transfected, 24 h | inhibition, % at 3.6 µM | actives 0.13% (n = 360,000);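 active = inhibition above the mean inhibition of all tested compounds plus 3 SD, cut at about 73% in these data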;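 note: 0% = DMSO wells and 100% = reporter-only cells lacking LRH-1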
Target sequence (O00482 whole entry, looked up): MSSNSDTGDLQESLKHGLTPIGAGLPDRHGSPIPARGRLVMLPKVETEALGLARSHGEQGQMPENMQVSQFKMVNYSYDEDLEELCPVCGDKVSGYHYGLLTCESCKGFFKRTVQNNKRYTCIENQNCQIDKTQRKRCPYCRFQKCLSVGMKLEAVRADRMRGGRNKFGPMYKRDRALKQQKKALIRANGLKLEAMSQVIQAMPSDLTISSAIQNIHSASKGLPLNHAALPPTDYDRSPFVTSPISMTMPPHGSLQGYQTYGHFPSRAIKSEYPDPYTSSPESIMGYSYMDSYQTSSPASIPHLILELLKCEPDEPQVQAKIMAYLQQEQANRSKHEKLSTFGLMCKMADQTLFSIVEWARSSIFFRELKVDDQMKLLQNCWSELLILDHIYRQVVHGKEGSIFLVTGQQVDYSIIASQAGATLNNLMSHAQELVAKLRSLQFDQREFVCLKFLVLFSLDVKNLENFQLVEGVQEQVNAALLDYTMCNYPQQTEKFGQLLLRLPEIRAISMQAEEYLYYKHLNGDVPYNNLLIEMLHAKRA
SRC1 inh = inhibits human SRC1 coactivator | HEK293 GAL4-SRC1 luciferase reporter, luminescence | inhibition, % at 3.6 µM | actives 0.12% (n = 360,000);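 active = inhibition above the campaign mean plus 3 SD, with each screening campaign given its own cutoff, cut at about 60% in these data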;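 note: 0% = DMSO treated cells and 100% = gossypol at 36 µM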
Active calls of the source: *; nt = no result given. Only part of the results is shown, so the mix of outcomes need not match the whole.

Start of the data: the first eight records (preview)
SMILES | MC4R antagonist | LMP1 NFkB inh | MC4R ag barr | ABHD5 PLIN5 PPI | TLR9-MyD88 block | NR2F2 inh | NCOA3 inh | SRC2 inh | NOD2 RIPK2 PPI | LRH-1 inv ag | SRC1 inh
CCN(CC(=O)Nc1ccc2c(c1)OCCO2)C(=O)c1ccc([N+](=O)[O-])s1 | -1 | -2 | -0.3 | -6 | 12 | -11 | -18 | -26 | 5 | 2 | -18
O=C(Nc1ccc(N2CCCCC2)cc1)c1cc([N+](=O)[O-])cc([N+](=O)[O-])c1 | -1 | 1 | -2.3 | -1 | -18 | 3 | 12 | -23 | -2 | -1 | -9
COc1ccccc1OCC(O)Cn1nc(C)cc1C (stereo not given) | -4 | -3 | -2.9 | -2 | -6 | 1 | 10 | -21 | 3 | 0 | 8
Cc1c(Cl)cccc1NC(=S)NCC1COc2ccccc2O1 (stereo not given) | 17 | -3 | 2.0 | -18 | -3 | 7 | 17 | 2 | -10 | -5 | 0
Cc1ccc(S(=O)(=O)N2CCOCC2)cc1C(=O)N1CCN(Cc2ccccc2)CC1 | -6 | 0 | -0.6 | -5 | -2 | -12 | 30 | 7 | -4 | 1 | 8
CC(C)C(=O)N1CCN(c2ccccc2NC(=S)NC(=O)/C=C/c2ccco2)CC1 | 14 | -8 | 1.5 | 8 | -4 | 7 | 1 | -1 | -4 | -13 | 6
O=C(O)CN1C(=O)/C(=C\c2cn(CC(=O)N3CCOCC3)c3ccccc23)SC1=S | -25 | 1 | 1.6 | -3 | 4 | -1 | 0 | -17 | -1 | -6 | 2
COC(=O)CSc1nc(COc2ccccc2)nc2ccccc12 | 11 | 2 | 0.7 | 7 | 3 | 10 | -2 | -1 | 0 | -3 | -17

Results (from the top)
SMILES | MC4R antagonist | LMP1 NFkB inh | MC4R ag barr | ABHD5 PLIN5 PPI | TLR9-MyD88 block | NR2F2 inh | NCOA3 inh | SRC2 inh | NOD2 RIPK2 PPI | LRH-1 inv ag | SRC1 inh
CCN(CC(=O)Nc1ccc2c(c1)OCCO2)C(=O)c1ccc([N+](=O)[O-])s1 | -1 | -2 | -0.3 | -6 | 12 | -11 | -18 | -26 | 5 | 2 | -18
O=C(Nc1ccc(N2CCCCC2)cc1)c1cc([N+](=O)[O-])cc([N+](=O)[O-])c1 | -1 | 1 | -2.3 | -1 | -18 | 3 | 12 | -23 | -2 | -1 | -9
COc1ccccc1OCC(O)Cn1nc(C)cc1C (stereo not given) | -4 | -3 | -2.9 | -2 | -6 | 1 | 10 | -21 | 3 | 0 | 8
Cc1c(Cl)cccc1NC(=S)NCC1COc2ccccc2O1 (stereo not given) | 17 | -3 | 2.0 | -18 | -3 | 7 | 17 | 2 | -10 | -5 | 0
Cc1ccc(S(=O)(=O)N2CCOCC2)cc1C(=O)N1CCN(Cc2ccccc2)CC1 | -6 | 0 | -0.6 | -5 | -2 | -12 | 30 | 7 | -4 | 1 | 8
CC(C)C(=O)N1CCN(c2ccccc2NC(=S)NC(=O)/C=C/c2ccco2)CC1 | 14 | -8 | 1.5 | 8 | -4 | 7 | 1 | -1 | -4 | -13 | 6
O=C(O)CN1C(=O)/C(=C\c2cn(CC(=O)N3CCOCC3)c3ccccc23)SC1=S | -25 | 1 | 1.6 | -3 | 4 | -1 | 0 | -17 | -1 | -6 | 2
COC(=O)CSc1nc(COc2ccccc2)nc2ccccc12 | 11 | 2 | 0.7 | 7 | 3 | 10 | -2 | -1 | 0 | -3 | -17
Cc1cccc(N=C2NC(=O)C(CO)(CO)S2)c1 | 5 | 3 | 0.1 | 1 | 0 | -18 | 2 | -35 | -1 | -6 | 3
COc1ccc(Cl)cc1S(=O)(=O)NC(C)C(=O)NCc1ccncc1 (stereo not given) | 8 | 3 | -0.5 | -4 | -1 | -14 | 14 | -11 | -2 | -17 | 9
COc1ccc(N2CCN(C(=O)CSc3nc4[nH]ncc4c(=O)n3-c3cccc4ccccc34)CC2)cc1 | 10 | -3 | -1.0 | 5 | -1 | 6 | -1 | 16 | 7 | -6 | -10
Cc1ccc(S(=O)(=O)/N=C(/Nc2cccc(C(=O)O)c2)c2ccccc2)cc1 | 14 | -1 | -1.1 | -9 | -6 | -8 | 8 | 0 | -8 | 0 | -6
COc1ccccc1OCC#CCSc1ncccn1 | 1 | -7 | -1.8 | -7 | 1 | -27 | -4 | -31 | 1 | -24 | -30
COc1ccc(C(O)(CCC(C)C)C(CN2CCOCC2)c2ccccc2)cc1 (stereo not given) | 1 | 11 | 3.4 | -7 | -11 | 2 | -13 | 29 | -9 | 28 | -29
COC(=O)c1cccc(NC(=O)Nc2ccc(Cl)c(Cl)c2)c1 | 0 | 18 | -1.0 | -12 | 2 | 14 | -19 | 0 | 4 | -20 | -12
Nc1nc(C2C(=O)CCCC2=O)cs1 | -10 | 4 | -2.8 | -11 | -6 | 12 | -8 | -11 | -8 | 1 | -12
Cc1ccc(-n2ncc3c2CC(C)(C)CC3NC(=O)c2ccncc2)cc1 (stereo not given) | -3 | -1 | -0.8 | 2 | -10 | -4 | 17 | 20 | -3 | 5 | -4
Cc1cc(C(=O)N/N=C/c2cc(Br)ccc2OC(=O)c2ccccc2Cl)n[nH]1 | 10 | 27 | -2.9 | -8 | 1 | -10 | 6 | 23 | 1 | -12 | 8
O=C(Nc1ccc2ccccc2c1)c1cc(F)c(F)cc1Cl | 18 | -42 | 0.3 | 5 | -13 | -43 | -113 | -40 | -5 | -150 | -81
CC1(C)CCCC2=C1CC1C(=O)N(c3ccccc3)C(=O)C1C2 (stereo not given) | -2 | 0 | -1.5 | -6 | 9 | 0 | 14 | 0 | 0 | 3 | -5
COc1ccc2cnn(CCOc3cc(C)ccc3C(C)C)c(=O)c2c1OC | -2 | 2 | 3.7 | 3 | 6 | 4 | 5 | 5 | 7 | -10 | 6
Cc1ccc(NC(=O)c2ccc(CN3CCc4ccccc4C3)cc2)cc1 | 3 | 10 | -1.4 | -7 | -5 | 23 | -29 | 10 | 11 | -25 | -24
Cc1cc(C(=O)CC#N)c(C)n1-c1c(C)n(C)n(-c2ccccc2)c1=O | 0 | -2 | -0.3 | 4 | -11 | 24 | 5 | -15 | -5 | -3 | 1
Cc1ccc(C(=O)NN2C(=O)/C(=C/c3cn(C)c4ccccc34)SC2=S)cc1 | 2 | 9 | -3.2 | 4 | -12 | -11 | 0 | -10 | -12 | 7 | -4
COc1ccc(-c2cc(CNS(=O)(=O)c3ccc(NC(C)=O)cc3)on2)cc1 | 11 | -3 | -3.7 | -2 | -8 | -14 | -20 | -9 | 7 | -9 | -5
COc1ccccc1NC(=S)NC(NC(=O)CC(C)C)C(Cl)(Cl)Cl (stereo not given) | 8 | -1 | -1.8 | 5 | 3 | 5 | 8 | 2 | -2 | 3 | -12
COc1ccc(N2CCN(C(=O)NC(=O)c3ccccc3)CC2)cc1 | 0 | -9 | -1.0 | 3 | 1 | 13 | 2 | -15 | -1 | 19 | -8
CCC(C)n1c(-c2cccs2)nc2nc3ccccc3nc21 (stereo not given) | 1 | -7 | 2.0 | -1 | -4 | 12 | 1 | -11 | 10 | 8 | -4
COc1ccc(S(=O)(=O)Nc2ccc(NC(C)=O)cc2)cc1 | 23 | 4 | 0.0 | -3 | -6 | -5 | 14 | -20 | -4 | 7 | 7
N#Cc1cccc(NC(=O)COC(=O)c2ccccc2C(=O)c2ccc(Cl)c([N+](=O)[O-])c2)c1 | 27 | 0 | -1.9 | 5 | 13 | -36 | 3 | -32 | 40* | -38 | -29
CCCC[C@@H]1Cc2[nH][nH]c(=O)c2[C@@H](c2ccc(Cl)cc2)O1 | nt | nt | nt | 23* | nt | 2 | nt | 12 | -4 | 10 | nt
Cc1cc(C)n2c(NCc3ccccc3)c(CC(C)C)nc2n1 | nt | nt | nt | -9 | nt | -23 | nt | -34 | -2 | -24 | nt
Cc1ccc(OCC(=O)N(C)CC(=O)Nc2ccc(Cl)c(C(F)(F)F)c2)c([N+](=O)[O-])n1 | 5 | -1 | 0.2 | 8 | 5 | -5 | 9 | 21 | -1 | 6 | 9
COc1cc2[nH]c3c(=O)n(N)c(=O)[nH]c3c2cc1OC | -7 | 6 | -0.3 | -9 | -10 | 4 | -10 | 1 | 1 | -13 | -15
O=[N+]([O-])c1cccc2ccc(/C=C/c3ccc(Cl)cc3)nc12 | 3 | -46 | -2.4 | -7 | 7 | -23 | -76 | -20 | -1 | -24 | -96
Cc1cc2cc(CNC(=O)c3ccco3)ccc2n1C | -1 | -8 | -0.2 | 13 | 0 | -1 | -3 | -5 | 2 | -4 | 9
COc1cc(/C=N/Nc2ccc(C(=O)O)cc2)cc(OC)c1OC | -12 | -14 | -0.2 | 0 | -15 | -40 | -69 | -53 | -1 | -93 | -65
Nc1nc2c(c(=O)[nH]1)CN(Cc1ccccc1)CC2 | 1 | -9 | 0.4 | -4 | -4 | 5 | -4 | -20 | -2 | 7 | -12
O=C(c1ccc(F)cc1)N1CCCN(c2nc(-c3ccccc3)ns2)CC1 | -5 | -1 | -2.3 | 9 | nt | -10 | 12 | 1 | -3 | -11 | 2
C=CCNC(=O)Cc1c(OC)ccc2cc(Br)ccc12 | 4 | 11 | 1.0 | 15 | 3 | 17 | 23 | 13 | -4 | 14 | 11
Cc1ccccc1NC(=O)CNC(=O)c1ccc(C(F)(F)F)cc1 | 3 | -8 | 2.4 | -1 | 1 | 9 | 19 | -14 | 13 | -24 | -19
COc1ccc(NC(=O)c2cc(-c3cc(F)ccc3OC)n[nH]2)cc1OC | 10 | nt | 0.8 | 9 | nt | 3 | 25 | -14 | 8 | 46 | 15
CCCCCC1CC(CC(=O)NC(=S)Nc2ccc([N+](=O)[O-])cc2)C(=O)O1 (stereo not given) | -3 | -10 | 1.1 | 4 | -4 | -8 | -10 | -2 | -9 | -14 | -15
CC(C)N1CCCC(CNC(=O)CCc2nnc(CCCCc3ccccc3)o2)C1 (stereo not given) | -3 | -7 | -4.6 | -2 | 8 | 9 | 9 | 3 | -4 | -5 | -7
